Dynein cargo inh = blocks dynein driven cargo transport along microtubules; z-score, hits read low; AID 1381; 220,000 tested, 0.47% active; 3617.4 mouse cells, GR-EGFP nuclear translocation imaging; test concentration mostly 20 µM; stimulated with dexamethasone, 1 µM; hits give low values;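 active means plate z-score of nuclear minus cytoplasmic receptor signal below a set negative limit, without overly bright fluorescence or cell loss, cut at about -3.5 in these data, passing the limit was not always enough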;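 further: z-score of nuclear minus cytoplasmic ring GR-EGFP intensity difference per well; some compounds called inactive have numbers as strong as hits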
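Buffer or medium: tet-free medium with charcoal-stripped serum / Also added: dexamethasone agonist, 1.0 µM final, for 30 min / Timing: induction 48 h, compound 1 h, agonist 30 min / Measured by: high-content fluorescence imaging after fixation / Read-out: nuclear-to-cytoplasmic GR-EGFP distribution per well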
Yfh1-depleted yeast = enhancers of respiration in Yfh1-depleted yeast, dose response, Friedreich's ataxia, plus single-dose screen (AID 1465). S. cerevisiae Yfh1-off respiration, WST-1 reduction, 72 h; higher fold induction means a stronger effect. fold induction at 50 µM; hits with a dose series show EC50 in µM. 220,000 tested, 0.074% active;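 active means fold induction of absorbance versus untreated yeast above a set limit, then at least 30% activation at any dose in follow-up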;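 further: activators that raise dye reduction in frataxin-depleted yeast; strong numbers were not always called active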
Ins promoter up = MIN6 insulin promoter up-regulation. MIN6 insulin promoter-GFP reporter, high-content imaging; hits give high values. z-score at 5 µM. 190,000 tested, 0.3% active. AID 1625;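 active means z-score above 3 at 5 µM with at least 500 cells counted in the well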
MT stabilizer = microtubule stabilizers in HeLa cells; HeLa tubulin immunostaining HCS, 24 h; share of cells brighter than vehicle mean+2SD; 200,000 tested, 0.83% active; AID 2205; % tubulin-high responders, % at 10 µM;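 active means plate Z-score above 3 for both tubulin-high and condensed-nucleus cell shares, with cell loss under 80%, at 10 µM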;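 further: anti alpha tubulin signal scored within the nucleus-defined area of each cell; some results filed as inactive read as strong as hits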
WT yeast gro inh = growth inhibition of WT yeast, mitochondrial fusion screen. 190,000 tested, 2.1% active. mitochondrial fusion phenotypic screen, WT strain. AID 1362. inhibition, % at 10 µM; in the data active means inhibition above about 58%; tested in S. cerevisiae
Autophagy HCS = modulators of autophagy | MEF GFP-LC3 puncta imaging; test concentration mostly 10 µM | calls only at 10 µM (by protocol) | 190,000 tested, 0.98% active;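 active means percentage of spot-positive cells more than 3 SD above its plate mean, without a fluorescence outlier flag or 80% toxicity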;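 further: spot-positive cell cutoff set from DMSO-treated cells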
HIV peptide binding = cell-free HIV fusion peptide-binding blockers – biochemical, uHTS, fluorescence dequenching, primary screen (AID 1986); cell-free peptide binding, fluorescence dequenching, 30 min; higher % means a stronger effect; one-dose inhibition, % at 20 µM; IC50 in µM for titrated hits; 290,000 tested, 0.3% active; in the data active means inhibition mostly above about 52%, no sharp cut-off; inactive means mostly below about 76%; further: some results filed as inactive read as strong as hits
AID2073 = inhibitors of Mint1-CaV2.2 protein interaction, biochemical, HTRF (AID 2073); HTRF protein-protein interaction, Mint1-CaV2.2; higher % means a stronger effect; one-dose inhibition, % at 20 µM; IC50 in µM for titrated hits; 290,000 tested, 0.19% active; in the data active means inhibition mostly above about 51%, no sharp cut-off; further: some results filed as inactive read as strong as hits
bCat nuc transl = alters nuclear translocation of beta-catenin in HeLa cells; immunofluorescence imaging; nuclear translocation activity, % at 5 µM; 190,000 tested, 0.3% active; AID 1665;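 active means nuclear translocation activity above 50% at 5 µM, with a well cell count of 50 or more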;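 further: per-cell ratio of nuclear to cytoplasmic median beta-catenin stain intensity; plate controls were DMSO negative control for no effect and GSK-3 inhibitor IX positive control for full effect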
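Signal – beta-catenin immunofluorescence imaging with DAPI · Test system – human HeLa cell line · Dosing – 5 µM primary single dose, 0.1% DMSO, 0.02–20 µM confirmation series · Measure – % activation, nuclear-to-cytoplasmic median beta-catenin signal ratio per cell · Incubation – 24 h compound exposure at 37°C, 5% CO2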
WT yeast gro inh mutant strain = second read-out of WT yeast gro inh, no call of its own (marks repeat the call); inhibition, %; mitochondrial fusion phenotypic screen, mutant strain inhibition
Dynein cargo inh cytoplasmic EGFP = also measured in Dynein cargo inh; calls as there; z-score; measured here: cytoplasmic GR-EGFP intensity; hits give high values
Dynein cargo inh nuclear GR-EGFP = also measured in Dynein cargo inh; calls as there; z-score; measured here: nuclear GR-EGFP intensity;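 lower value marks the stronger effect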
Dynein cargo inh cell count = also measured in Dynein cargo inh; calls as there; z-score; measured here: cell count per field
Ins promoter up cell count = recorded beside Ins promoter up, whose call it bears; cell count; measured here: cytotoxicity, nuclei count;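 total cells summed across four imaged fields per well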
bCat nuc transl cell count 5 µM = recorded beside bCat nuc transl, whose call it bears; cell count; measured here: cell count, cytotoxicity flag
MT stabilizer Hoechst-high % = further read-out of MT stabilizer, marked with its call; % Hoechst-high responders; measured here: nuclear condensation Hoechst responders;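 share of cells brighter than vehicle mean plus two SD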
MT stabilizer cytotoxicity % = also measured in MT stabilizer; calls as there; toxicity, %; measured here: cytotoxicity by cell density;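 0% = mean cell density of plate MIN control wells and 100% = no cells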
Autophagy HCS cell loss 18 h = recorded beside Autophagy HCS, whose call it bears; toxicity, %; measured here: cell loss, nuclei count;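 cell loss after 18 h compound exposure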
An asterisk follows results filed as active; i = inactive; . = not tested or not shown.

SMILES	Dynein cargo inh	Dynein cargo inh cytoplasmic EGFP	Dynein cargo inh nuclear GR-EGFP	Dynein cargo inh cell count	Yfh1-depleted yeast	Ins promoter up	Ins promoter up cell count	MT stabilizer	MT stabilizer Hoechst-high %	MT stabilizer cytotoxicity %	WT yeast gro inh	WT yeast gro inh mutant strain	Autophagy HCS	Autophagy HCS cell loss 18 h	HIV peptide binding	AID2073	bCat nuc transl	bCat nuc transl cell count 5 µM
Cc1nnsc1S(=O)(=O)Cc1ccccc1Cl	-0.671	-0.191	0.315	1.13	i	0.05	1566	2.6	2.0	11.1	-7.4	-2.4	i	9.3	-3.5%	-2.4%	1.2	1320
CC(C)(C)c1cc(NC(=O)CCSc2nnc3ccccn23)cc(C(C)(C)C)c1	0.921	-0.234	0.392	-0.223	i	.	.	4.5	2.3	9.5	3.6	6.8	i	37.6	.	.	.	.
CCC(C)n1c(=N)c(C#N)cc2c(=O)n3cccc(C)c3nc21 (stereo not drawn)	0.491	-0.00552	0.438	-0.0131	i	-0.53	1635	4.1	2.3	5.9	-4.8	4.3	i	-5.5	-1.9%	13.8%	-1.4	1547
O=c1cc(CO)occ1OCc1cccc(F)c1	1.83	-0.182	1.33	-1.4	i	0.02	1728	1.9	1.6	7.0	0.6	8.5	i	11.4	-1.8%	-8.3%	0.3	1369
Cc1ccc(CNc2ccc(N3CCOCC3)c(C(=O)O)c2)s1	-0.573	-0.23	-0.238	2.36	i	0.01	1231	2.9	1.9	10.8	-14.6	-0.3	i	-5.7	1.7%	8.4%	-4.4	1228
COCCNC(=O)c1onc(CSc2cccc(OC)c2)c1C(=O)O	-0.582	-0.209	0.171	1.06	i	0.73	1571	1.9	2.2	6.1	-14.7	-6.1	i	-8.0	-2.9%	-7.4%	3.0	1365
Cc1nn(C)c(C)c1S(=O)(=O)N1CCC(C(=O)NC2CCCCC2)CC1	-0.975	-0.181	-0.32	0.87	i	-0.18	1521	1.6	0.8	9.4	4.5	14.5	i	64.3	12.9%	-7.9%	-2.1	959
C/C(=N\NC(=O)C1COc2ccccc2O1)c1ccc(Cl)s1 (stereo not drawn)	0.585	-0.328	0.226	0.367	i	-0.18	1269	4.8	1.2	8.0	-8.7	-2.4	i	3.0	-1.3%	-4.8%	0.5	974
Cc1c(Cl)cccc1-n1c(SCC(=O)NCc2cccs2)nnc1-c1ccncc1	1.55	0.0936	0.86	-1.06	i	-1.76	1054	3.3	1.9	11.1	20.2	1.5	i	1.0	0.7%	-3.1%	2.1	1465
FC(F)(F)c1cc(Oc2ccccc2)ncc1-c1nnc(-c2ccccc2Cl)o1	-0.204	-0.281	-0.226	0.317	i	-0.48	1429	.	.	.	.	.	.	.	-1.1%	7.0%	-1.8	1404
CCn1c(Sc2ccc([N+](=O)[O-])cn2)nnc1-c1ccco1	-0.066	0.395	0.292	-0.369	i	0.42	1196	5.5	6.2	21.6	2.1	7.2	i	9.6	-0.8%	-6.8%	5.6	833
O=C(CN1CCOCC1)Nc1ncc(Cc2cccc3ccccc23)s1	0.239	-0.439	0.341	0.0422	i	-0.14	1987	0.4	1.7	9.8	6.5	0.5	i	-0.6	-1.7%	-2.3%	1.0	1035
CC(NC(=O)c1cccc(Cn2cc([N+](=O)[O-])cn2)c1)c1ccc(C(C)(C)C)cc1 (stereo not drawn)	-0.876	-0.288	-0.511	1.08	i	.	.	46.4*	21.4*	38.3*	24.9	-36.4	i	-6.5	0.2%	-3.0%	.	.
Cc1ccc2c(c1)c(=O)c(Br)c(C)n2Cc1ccccc1	-0.268	-0.189	0.0167	0.224	i	-0.52	1292	3.0	2.3	3.2	34.0	5.3	i	-9.2	1.9%	10.9%	0.4	950
Cc1ccccc1C(=O)Nc1ccccc1Sc1ccccc1	.	.	.	.	i	-0.72	1156	1.5	1.6	4.8	53.4	29.0	i	0.7	1.9%	13.1%	-2.8	1219
COCCn1c(=S)[nH]c2cc(C(=O)N3CCc4ccccc4C3)ccc2c1=O	0.786	-0.299	0.537	-0.38	i	-0.98	1274	3.5	2.7	2.9	-19.2	-15.1	i	5.7	3.0%	-1.6%	.	.
CC(=O)N1CCN(S(=O)(=O)c2ccccc2)C1c1ccccc1 (stereo not drawn)	-0.256	-0.251	0.0382	-0.0991	i	-0.15	1501	2.5	1.3	3.0	1.6	5.9	i	0.6	-3.0%	-8.9%	1.7	1375
COc1cc2c(cc1OC)CC(=O)NC=C2	-0.0968	-0.199	-0.147	-0.257	i	-0.27	1256	1.5	2.7	7.6	4.2	-12.8	i	-2.5	-0.8%	20.2%	0.1	1083
COc1ccc(-c2noc(CCC(=O)NCCCN3CCN(c4ccc(F)cc4)CC3)n2)cc1	-0.00575	-0.206	0.0107	-0.125	i	-0.61	1163	1.7	2.3	7.7	-3.3	0.2	i	42.2	0.9%	-7.6%	0.3	1055
COC(=O)CSc1nc2c(c(-c3ccc(C)o3)c1C#N)CCCC2	1.28	-0.214	0.604	-0.745	i	0.43	830	5.2	3.0	9.8	-6.8	-18.5	i	8.6	2.2%	-1.9%	-8.1	1194
COc1ccc(CCNC(=O)c2ccc3ccccc3n2)cc1OC	-0.0197	-0.32	-0.327	1.07	i	-0.06	1585	3.1	2.3	9.7	-4.4	-5.6	i	-5.8	1.0%	-10.9%	0.6	1537
CSCCC1Nc2ccc(S(=O)(=O)N3CCOCC3)cc2NC1=O (stereo not drawn)	0.653	-0.245	-0.033	0.0805	i	0.03	1234	2.7	2.2	1.5	2.8	0.0	i	-6.9	0.2%	12.9%	-1.3	1095
CNC(=O)CN(C1CCCCC1)S(=O)(=O)c1ccc(F)cc1	-0.148	-0.197	-0.467	1.36	i	-0.53	1074	2.9	2.1	4.7	-7.5	6.2	i	7.4	0.2%	3.0%	.	.
CC(C)C(=O)Nc1ccc(C(=O)Nc2nnc(C(C)C)s2)cc1	-0.59	-0.34	-0.0928	0.618	i	0.06	1373	0.9	1.0	4.9	-15.8	-10.2	i	9.6	1.4%	-8.0%	-2.6	1078
CC(=O)c1ccc(Oc2nc(-c3cccnc3)nc3ccccc23)cc1	-0.99	-0.237	-0.765	1.04	i	0.19	1194	5.4	3.7	0.8	-3.1	0.9	i	-6.8	-1.1%	11.8%	1.5	1041
CCc1nc2ccccc2c(C(=O)OCc2nnc(-c3ccccc3)o2)c1C	-0.93	-0.0715	0.212	1.03	.	0.16	986	1.7	1.0	2.6	-1.3	-0.3	i	5.0	-1.6%	1.2%	-1.9	1034
Cc1ccc(CNC(=O)CC2Nc3c4ccccc4nc(=S)n3C2=O)cc1 (stereo not drawn)	1.3	0.0779	0.738	-1.87	i	.	.	2.1	1.9	0.9	6.4	-2.0	i	3.4	-0.4%	-1.8%	-2.1	1008
Cc1nn(C)c(C)c1N=Cc1c(O)ccc2ccccc12	-0.472	-0.257	-0.144	0.242	i	-0.06	926	5.9	3.7	7.0	15.7	1.5	i	-11.3	-0.7%	6.0%	3.0	1121
COc1ccc(CNC(=O)C(C)OC(=O)c2cccn2C)cc1 (stereo not drawn)	0.502	-0.261	0.482	0.814	i	0.15	1352	2.8	3.0	7.5	-7.1	-15.9	i	7.2	-0.3%	-0.9%	-0.2	1015
Cc1onc(-c2ccccc2Cl)c1C(=O)N1CCN(c2nc3ccccc3s2)CC1	2.57	-0.0648	2.61	-1.62	i	1.34	1172	2.1	3.6	11.4	10.2	8.8	i	4.0	-1.7%	-0.8%	-3.8	1087
CCNC(=S)N1CCCCC1CO (stereo not drawn)	-0.675	-0.353	-0.287	0.649	i	0.97	1482	3.4	1.5	8.9	-10.8	-15.0	i	-14.8	-2.0%	22.1%	1.0	1461
O=C(CSc1nnc(SCc2ccccc2)s1)N/N=C/C=C/c1ccccc1[N+](=O)[O-]	2.32	-0.0898	0.98	-1.12	.	-0.62	1333	8.4	1.8	1.1	28.2	11.9	i	17.3	-3.0%	-7.3%	-1.2	911
COc1ccc(NC(=O)c2sc3nc(-c4cccnc4)ccc3c2N)cc1	0.153	0.496	0.65	0.883	i	6.04*	1008*	.	.	.	.	.	.	.	7.3%	23.9%	-0.2	1254
Cc1ccc(-c2nc(P(=O)(c3ccccc3)c3ccccc3)c(N3CCOCC3)o2)cc1	-0.719	-0.31	-0.322	0.15	i	-0.69	1169	5.2	3.6	5.6	6.3	5.8	i	-0.8	-1.8%	-4.8%	1.6	940
CCOC(=O)N1CCN(C(=O)CCc2nc3sc4c(c3c(=O)[nH]2)CCCC4)CC1	2.1	-0.231	1.62	-1.39	i	0.4	959	.	.	.	-3.0	-0.5	.	.	-0.2%	-1.8%	0.5	1324
CCCCCCCCCCCC(=O)N/N=C/c1ccco1	-1.55	-0.154	-0.632	0.45	i	-0.15	907	1.9	1.3	7.7	13.2	0.8	i	32.3	0.6%	15.8%	-2.6	1301
COc1ccc(NC(=O)CC2C(=O)N(c3ccc(OC)cc3)C(=O)N2CCc2cccs2)cc1 (stereo not drawn)	-0.216	-0.25	-0.164	1.11	i	-0.43	1217	2.2	3.4	14.5	-3.0	0.5	i	-12.2	-0.5%	-13.0%	-2.4	566
Cc1cccn2c(=O)c(C=O)c(NCc3ccccc3)nc12	0.301	-0.209	0.16	-0.00566	i	0.22	1475	.	.	.	.	.	.	.	0.8%	7.3%	-0.2	1173
O=C(O)CCCN1C(=O)/C(=C/c2ccncc2)SC1=S	-0.308	-0.16	0.214	0.0572	i	0.11	956	.	.	.	.	.	.	.	-0.7%	-9.6%	0.8	1351
